Screening results from PubChem BioAssay.
IP6K1 inhibitor: IP6K1 kinase inhibition; Q92551; IP6K1 kinase, ADP-Glo luminescence, 2 h; hits give low values; activity change, % (series mostly up to about 58 µM); actives 0.81% (n = 140,000); in the data active means activity change below about -25%
Target sequence (Q92551 whole entry, looked up): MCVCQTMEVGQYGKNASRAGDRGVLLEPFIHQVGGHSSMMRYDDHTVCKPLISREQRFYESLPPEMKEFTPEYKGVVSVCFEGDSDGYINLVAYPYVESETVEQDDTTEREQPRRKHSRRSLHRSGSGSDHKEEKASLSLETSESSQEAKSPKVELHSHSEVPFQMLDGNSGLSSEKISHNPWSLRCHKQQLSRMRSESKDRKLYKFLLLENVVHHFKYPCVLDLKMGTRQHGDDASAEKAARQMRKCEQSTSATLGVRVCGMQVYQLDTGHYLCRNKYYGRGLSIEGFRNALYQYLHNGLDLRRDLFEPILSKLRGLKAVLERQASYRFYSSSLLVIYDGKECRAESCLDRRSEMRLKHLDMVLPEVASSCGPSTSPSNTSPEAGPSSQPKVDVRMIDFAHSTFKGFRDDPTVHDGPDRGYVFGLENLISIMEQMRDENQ
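ADP-Glo luminescence measures ADP made by human IP6K1 during a 2 h RT reaction with ATP/IP6 (mix at 1.3 mM/130 uM); top library doses 57.5 and 19.1 uM final.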
SNCA viab count: reduces viability of HEK-293 SNCA reporter cells | actives 0.12% (n = 150,000) | Potency, µM (highest dose often 57.1 µM), inactives show top-dose activity change, negative = cytotoxicity, usual class: cytotoxic | AID 1671193 | HEK-293-SNCA-luc viability, GF-AFC fluorescence, 24 h;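 further: potency means the concentration at half of the fitted maximal effect; 0% = DMSO-treated cells and -100% = medium-only wells without cells; nearly all actives have a fitted effect of over 30% in size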
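HEK-293-SNCA-luc cells (1500/well) plated 24 h, then exposed 24 h to a dilution series; GF-AFC added 30 min at 37C, fluorescence 405/540 nm; normalised to medium-only and DMSO wells, Hill fit.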
HEK293 tox: HEK 293 cell cytotoxicity. HEK 293 viability, ATP luminescence (CellTiter-Glo), 48-72 h. Potency, µM (titrated, usually from 115 µM), for the others: at the top dose activity change, negative = cytotoxicity, actives largely listed as inhibitors. actives 6.6% (n = 94,000). AID 1345083; further: potency means the concentration at half of the fitted maximal effect; nearly all actives have a fitted effect of over 60% in size
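Viability of HEK 293 cells, plated at 250 cells/well, was judged by cellular ATP after compound treatment for 48 or 72 hr. Luminescence was imaged 10 min after CellTiter-Glo addition at room temperature.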
NIH3T3 tox: kills NIH 3T3 cells | NIH 3T3 viability, CellTiter-Glo ATP luminescence, 48-72 h | Potency, µM (highest dose often 96.7 µM), without a hit: at the top dose activity change, negative = cytotoxicity, usual class: inhibitors | actives 4.3% (n = 94,000); further: potency means the concentration at half of the fitted maximal effect; nearly all actives have a fitted effect of over 55% in size
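Cells were seeded at 400 per well, treated with pin-transferred compound, and kept 48 or 72 hr at 37 °C before CellTiter-Glo addition and luminescence imaging of cellular ATP.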
SNCA expr inhib: reduces expression of the alpha-synuclein gene; HEK-293 SNCA-luciferase knock-in, luminescence, 24 h; Potency, µM (top dose mostly 57.2 µM), without a hit: at the highest dose activity change, negative = inhibition, hits mostly inhibitors; actives 0.17% (n = 140,000); AID 1671194;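 further: potency means the concentration at half of the fitted maximal effect; plate controls were DMSO cells for no effect and cell-free wells for full effect; nearly all actives have a fitted effect of over 45% in size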
Luciferase inh: inhibitors of firefly (Photinus pyralis) luciferase; P08659; purified P. pyralis luciferase, luminescence, biochemical; Potency, µM (doses to about 115 µM), without a hit: at the highest dose activity change, negative = inhibition, usual class: inhibitors; actives 2.5% (n = 76,000); AID 1347043; further: potency means the concentration at half of the fitted maximal effect; nearly all actives have a fitted effect of over 65% in size
Target sequence (P08659 whole entry, looked up): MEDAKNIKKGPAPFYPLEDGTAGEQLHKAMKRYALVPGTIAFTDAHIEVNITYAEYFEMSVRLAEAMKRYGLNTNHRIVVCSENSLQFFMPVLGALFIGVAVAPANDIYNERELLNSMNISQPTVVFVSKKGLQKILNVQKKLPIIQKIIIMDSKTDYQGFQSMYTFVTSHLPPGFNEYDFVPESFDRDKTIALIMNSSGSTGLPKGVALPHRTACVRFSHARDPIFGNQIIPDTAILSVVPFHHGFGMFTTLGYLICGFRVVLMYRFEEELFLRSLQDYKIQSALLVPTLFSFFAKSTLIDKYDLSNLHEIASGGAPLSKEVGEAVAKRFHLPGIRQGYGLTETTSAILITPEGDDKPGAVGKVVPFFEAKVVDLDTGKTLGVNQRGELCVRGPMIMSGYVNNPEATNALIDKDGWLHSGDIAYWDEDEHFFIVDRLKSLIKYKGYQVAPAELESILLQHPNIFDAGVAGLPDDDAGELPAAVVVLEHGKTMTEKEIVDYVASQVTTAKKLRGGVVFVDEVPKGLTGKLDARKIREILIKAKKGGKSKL
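Biochemical qHTS: compound (6-point titration) added to 10uM D-luciferin plus 10uM ATP in Tris acetate pH 7.5 buffer with Mg, Tween-20 and BSA, then purified enzyme at 10nM; light output imaged.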
GPT2 inhibitor: blocks human glutamate pyruvate transaminase 2; Q8TD30; Recombinant GPT2, coupled pyruvate oxidase/HRP Amplex Red fluorescence; Potency, µM (top dose mostly 57.7 µM), for the others: top-dose activity change, negative = inhibition, actives largely listed as inhibitors; actives 0.25% (n = 100,000); AID 1671188; further: potency means the concentration at half of the fitted maximal effect; nearly all actives have a fitted effect of over 60% in size; many of its hits are not listed in these tables
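Fluorescence of coupled pyruvate oxidase/HRP/Amplex Red system (50uM Amplex, 30 min, dark) reports pyruvate formed by GPT2. Enzyme reaction: 10ng/uL GPT2, 2mM L-alanine, 250uM a-KG, 30 min room temperature, pH 7.5; 50uM AOA control.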
The depositor's hits bear a star; i = inactive; ? = inconclusive; / = not tested or not shown; & = joins results of further samples; ! = a repeat was not active; [ ] = dose if it differs, or a comment. Unless noted, the call rests on the fitted dose curve; in most records, active means well fitted curve in the direction sought with a large enough effect; inconclusive means small, poorly fitted or top-dose-only effect, or another doubt; inactive means no such curve, though single readings can be large; an effect the other way counts as inactive or inconclusive. Unless noted, on the % scale 0 is the no-effect control and ±100 the full control effect. Some of the compounds tested (hit frequency here may not be typical).

SMILES | IP6K1 inhibitor | SNCA viab count | HEK293 tox | NIH3T3 tox | SNCA expr inhib | Luciferase inh | GPT2 inhibitor
Cc1cc(C)cc(C(=O)N2CCN(c3cc(-c4ccc(Cl)cc4)[nH]n3)CC2)c1 | 12 | -22% | 40µM* | 40µM* | ? | -5% | i
Cc1nn(Cc2ccccc2)c(C)c1[C@@H]1C=C[C@@H](NC(=O)c2cccs2)C1 | 5 | -12%[87.6 µM] | ? | ? | -1%[87.6 µM] | 0%[172 µM] | 3%[88.5 µM]
O=C1Nc2ccccc2O[C@H]2C[C@@H]1N(C1CCCC1)C2 | -1 | 10%[87.6 µM] | i | i | -1%[87.6 µM] | -1%[230 µM] | 1%[88.5 µM]
N[C@@H]1CONC1=O | -10 | 0% | / | / | 13% | / | 2%
CCCCCCCCCCCCCC(=O)OC(C)C | -4 | -15%[23.9 µM] | / | / | -46%[25.6 µM] | / | 2%
CCn1nccc1C(=O)N1[C@@H]2CC[C@H]1CC(NC(=O)c1cnc(C)cn1)C2 (stereo not given in full) | 22 | -5% | i | -10% | 10% | -9% | 4%
O=C(c1ccccc1Cl)N1CCC(N2CC3CCCN3C2=O)CC1 (stereo not given) | 22 | 5% | -6% | -28% | -4% | 5% | 4%
CCCCOc1ccc(CNC(=O)c2cccc(NC(=O)N3CCSc4ncccc43)c2)cc1 | 11 | -1% | / | / | -20% | / | /
COc1ccc(-c2oc3ncn4nc(-c5ccccc5C)nc4c3c2-c2ccc(OC)cc2)cc1 | 5 | 0% | / | / | -14% | / | /
Cc1ccc(S(=O)(=O)C(CNC(=O)COc2ccccc2)c2cccs2)cc1 (stereo not given) | 10 | 29% | / | / | 7% | / | /
COc1ccc(-c2noc([C@@H]3C[C@H](NS(=O)(=O)c4ccc5ccccc5c4)CN3C)n2)cc1 | 7 | -21% | ? | ? | 18% | -8% | 0%
COc1ccccc1CCNC(=O)CCc1c(C)c2cc3c(C)coc3c(C)c2oc1=O | 0 | -8% | / | / | ? | / | /
NC(=O)C1CCN([C@H]2[C@@H]3OC[C@@H](O3)[C@@H](NCc3ccc(F)cc3)[C@@H]2O)CC1 | 1 | -1%[87.6 µM] | 4%[172 µM] | 2%[174 µM] | -4%[87.6 µM] | 4%[172 µM] | 1%[88.5 µM]
CCn1cc(-c2nc3cc(S(=O)(=O)N4CCCC4)ccc3n2C)c(C)n1 | -5 | -7% | -34% | -40% | 13% | -2% | -51%
O=C(C1CCCN1[S+](=O)([O-])c1cccc(C(F)(F)F)c1)N1CCC(N2CCOCC2=O)CC1 (stereo not given) | 2 | 1% | i | -18% | -5% | / | i
CCN(CC1CCN(CCc2ccccc2C)CC1)C(=O)c1csc(C)n1 | 4 | -1% | -15% | -20% | 15% | -12% | 5%
O=C(c1ccc(Cl)s1)N1CCC(n2cnnc2-c2ccccc2)C1 (stereo not given) | 6 | 7% | -24% | -2% | 10% | -3% | 0%
O=C(Nc1ccc2c(c1)C(=O)N1CCC[C@H]1C(=O)N2)c1cc(-c2ccccc2)n[nH]1 | -9 | -9% | -6% | ? | -3% | 7% | 4%
O=C(NCc1ccccc1Cl)c1ccc2nnc(C3CCOCC3)n2c1 | 6 | / | -2% | -38% | / | / | /
Cc1ccc(S(=O)(=O)c2nc(-c3ccccc3Cl)oc2N2CCCCCC2)cc1 | 4 | -17% | / | / | ? | / | /
Cc1ccc(N(C)C(=O)c2cc(S(=O)(=O)N3CCOCC3)cn2C)cc1 | 38 | -7% | / | / | ? | / | /
O=C(C1CC1)N1CCC2(CN[S+](=O)([O-])c3cnccc3O2)C1 (stereo not given) | 0 | 5% | 0% | i | 14% | / | i
O=C(Nc1nnc(S(=O)(=O)N2CCCCC2)s1)c1ccc(Cl)cc1 | 23 | 1% | / | / | 19% | / | /
COC(=O)c1ccccc1NC(=O)c1nn(-c2ccc(OC)cc2)c(=O)c2c1c1ccccc1n2C | 10 | -5% | / | / | -8% | / | /
O=C(CCc1ccc(O)cc1)c1c(O)cc(O)cc1O | / | -1%&-6% | / | / | -7%&23% | / | 6.9µM*!
CC(C)(C)NS(=O)(=O)c1ccc2nc(NC(=O)c3cccnc3)sc2c1 | 2 | 6% | / | / | 30% | / | /
CCc1noc(C)c1C(=O)N1C[C@@H](C(=O)O)C[C@@H](C(=O)N2CCCC2)C1 | -11 | 1% | i | -4% | 12% | 1% | i
COC(=O)CNC(=O)C1CCc2nnc(CNC(=O)NC(C)C)n21 (stereo not given) | 1 | 1% | i | i | 7% | / | -6%
COc1ccc(-n2cccn2)c(CN2CCC3(CCNC(=O)CC3)CC2)c1 | -14 | -23% | 1% | -2% | -5% | -6% | i
C=CCN1CCN(C(=O)C2CCCN(Cc3ccncc3)CCC(=O)NCC2)CC1 (stereo not given) | -5 | 3% | -2% | -7% | 1% | 2% | -13%

In the list so far, 2 contain an NH in an aromatic ring:
SMILES | IP6K1 inhibitor | SNCA viab count | HEK293 tox | NIH3T3 tox | SNCA expr inhib | Luciferase inh | GPT2 inhibitor
Cc1cc(C)cc(C(=O)N2CCN(c3cc(-c4ccc(Cl)cc4)[nH]n3)CC2)c1 | 12 | -22% | 40µM* | 40µM* | ? | -5% | i
O=C(Nc1ccc2c(c1)C(=O)N1CCC[C@H]1C(=O)N2)c1cc(-c2ccccc2)n[nH]1 | -9 | -9% | -6% | ? | -3% | 7% | 4%

New compounds follow:
SMILES | IP6K1 inhibitor | SNCA viab count | HEK293 tox | NIH3T3 tox | SNCA expr inhib | Luciferase inh | GPT2 inhibitor
Cc1noc(C)c1S(=O)(=O)N1CCN(c2ccc3nnc(C4CC4)n3n2)CC1 | 6 | / | -4% | -16% | / | / | /
CCOc1ccc(/C=C/c2nc(C#N)c(NC3CCCCC3)o2)cc1 | -14 | 4% | / | / | 3% | / | /
CC(C)C(=O)Nc1ccc([N+](=O)[O-])c(C(F)(F)F)c1 | 11 | -3% | / | / | -10% | / | ?
Cc1nc(C2CCCCN2C(=O)c2ccccc2F)n[nH]1 (stereo not given) | 6 | 4% | 2% | i | -5% | -1% | -12%
COc1ccc(CC(=O)N[C@H]2[C@H](O)[C@H](O)C[C@@H]2c2ccc(C(F)(F)F)nc2)cc1 | 1 | -1%[87.6 µM] | 2%[172 µM] | -18%[174 µM] | -14%[87.6 µM] | -11%[172 µM] | i
Cc1ccc(C)c(Cn2c(=O)n(C(C)C)c(=O)c3oc4ccccc4c32)c1 | 5 | -1% | / | / | 8% | / | /
O=C(CC1=CCCCC1)N1CCC2(CC1)CC(O)CCO2 (stereo not given) | 0 | 8% | 2% | i | 22% | 0% | i
CCn1cnc2c(=O)oc3ccc(S(=O)(=O)Nc4ccc(OC)cc4)cc3c21 | -1 | -15% | / | / | -18% | / | /
CCOc1ccc(CC(=O)N2CCCC3(C2)Nc2cccnc2NC3=NC2CCCC2)cc1 (stereo not given) | 8 | -24% | -24% | -14% | -30% | 7% | 3%
Cc1cnc(C2CN(C(=O)C(C)Oc3ccccc3)C2)n1Cc1cccnc1 (stereo not given) | 6 | -12% | i | -6% | 8% | / | i
COc1cc2c(cc1NC(=O)COc1ccc(Br)c(C)c1)oc1ccccc12 | 16 | -3% | / | / | 1% | / | /
COc1ccc(S(=O)(=O)c2c(O)c3ccc(C(=O)NCc4ccc(Cl)cc4)cc3[nH]c2=O)cc1 | -10 | 0% | / | / | 4% | / | /
O=C(Nc1ccc([C@H]2OCC(=O)N(Cc3ccc(F)cc3)[C@@H]2CO)cc1)c1cccnc1 | -5 | 4% | i | ? | -11% | 8% | -10%
O=C(Cn1nc2c(cc1=O)CCCC2)NCCn1cnc2ccccc21 | 13 | 2% | -5% | i | -13% | 8% | 0%
COC(=O)c1sc(S(=O)(=O)N2CCN(c3ccc(OC)cc3)CC2)c(C(=O)OC)c1C | -5 | -9% | / | / | -12% | / | /
CCc1nc2c(c(-c3ccc(OC)cc3)n1)CN(C(=O)c1ccc(OC)cc1)CC2 | -13 | -17% | i | ? | 22% | / | 4%
CNC(=O)c1cc(C2CC2)nc2onc(C3CCN(C(=O)c4ccncc4)C3)c12 (stereo not given) | 4 | / | 2% | -13% | / | / | /
CCN(CC)Cc1cnc2c(C(=O)N(C)Cc3csc(C)n3)cnn2c1 | 8 | -2% | 2% | 0% | 0% | -2% | -25%
C=CCNC(=O)N[C@H]1[C@H](O)[C@@H](N2CCCC2)[C@@H]2OC[C@H]1O2 | 5 | -15%[87.6 µM] | i | 0%[174 µM] | -19%[87.6 µM] | 4%[172 µM] | -9%[88.5 µM]
COc1cccc(C(=O)Nc2ccc(C(=O)OCc3cc(=O)n4nc(C5CC5)sc4n3)cc2)c1 | -7 | 9% | / | / | 40%[activator] | / | /
O=C(c1ccc2cc[nH]c2n1)N1CCOCC1 | 17 | -2%[87.6 µM] | 2%[230 µM] | i | 15%[87.6 µM] | / | i
CCOC(=O)N1CCN(Cc2nccn2CCOC)CC1 | -8 | -1% | 1% | -6% | -12% | 6% | -4%
COc1cc(F)ccc1-c1cnc2n[nH]c(-c3sccc3C)c2n1 | 3 | -20%[87.6 µM] | 45µM* | ? | 106%[activator][87.6 µM] | -26%[172 µM] | 0%[88.5 µM]
Cc1ccc(CN2CCC[C@H]2c2nc(-c3ccc(OC4CCCCC4)nc3)no2)cc1 | -1 | 3%[87.6 µM] | ? | ? | 20%[87.6 µM] | ? | 0%[88.5 µM]
Cc1ccc([S+](=O)([O-])N2CCCC2C(=O)N2CCC(N3CCCC3=O)CC2)cc1 (stereo not given) | -5 | -18% | -1% | -16% | 10% | / | i
NC(=O)C1CCN(C(=O)c2ccc3c(c2)N(Cc2cccc(Cl)c2)C(=O)c2ccccc2S3=O)CC1 (stereo not given) | -6 | -30% | / | / | -15% | / | /
Cc1ccc(Nc2ccnc(N3CCC(C(=O)N4CCCC4C)CC3)n2)cc1 (stereo not given) | -10 | 7%[12.5 µM] | ? | ? | -6% | / | i

Among those listed so far, 4 have two or more sulfur atoms.
SMILES | IP6K1 inhibitor | SNCA viab count | HEK293 tox | NIH3T3 tox | SNCA expr inhib | Luciferase inh | GPT2 inhibitor
Cc1ccc(S(=O)(=O)C(CNC(=O)COc2ccccc2)c2cccs2)cc1 (stereo not given) | 10 | 29% | / | / | 7% | / | /
O=C(Nc1nnc(S(=O)(=O)N2CCCCC2)s1)c1ccc(Cl)cc1 | 23 | 1% | / | / | 19% | / | /
CC(C)(C)NS(=O)(=O)c1ccc2nc(NC(=O)c3cccnc3)sc2c1 | 2 | 6% | / | / | 30% | / | /
COC(=O)c1sc(S(=O)(=O)N2CCN(c3ccc(OC)cc3)CC2)c(C(=O)OC)c1C | -5 | -9% | / | / | -12% | / | /
